Screening data: PubChem BioAssay, several laboratories
APP 5'UTR act – APP 5'UTR luciferase reporter activation; SH-SY5Y APP 5'UTR luciferase reporter, luminescence; zero percent = DMSO vehicle wells; activation, % at 2 µM; 190,000 tested, 1% active; AID 1276;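 active means activation above a set limit, based on mean plus 3 SD of controls, cut at about 140% in these data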; further: values of inactives mirror those of a sister screen read the other way
Hsp70 activator – transcriptional activators of Hsp70; HeLa Hsp70 promoter luciferase reporter, luminescence; scaled: vehicle 0, proteasome-inhibitor control 100%; activation, % at 10 µM; 200,000 tested, 0.04% active; AID 1203;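 active means activation above the mean across all tested compounds plus 3 SD, cutoff set per campaign, cut at about 5.5% in these data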;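 further: 100% = MG132 at 30 µM as the positive control and 0% = DMSO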
STAT1 blocker – reduces IFN-gamma driven STAT1 reporter signal; 200,000 tested, 0.35% active; AID 920; NIH 3T3 STAT1-luciferase reporter, luminescence; inhibition, % at 5.5 µM;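 active means inhibition above a set limit, the mean inhibition across all tested compounds plus 3 SD, cut at about 34% in these data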;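 further: 0% = IFN-gamma with DMSO and 100% = IFN-gamma with 300 µM nifuroxazide; values of inactives mirror those of a sister screen read the other way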
STAT1 act – activators of IFN-gamma induced STAT1 signaling | NIH 3T3 STAT1-luciferase reporter, luminescence; 100% = IFN-gamma alone, no compound | activation (% of control), % at 5.5 µM | 200,000 tested, 2.6% active;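 active means activation above the screen-wide mean activation plus 3 SD, cut at about 130% in these data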;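 further: raw ratio to IFN-gamma control signal so 100% means no change and 0% no light; values of inactives mirror those of a sister screen read the other way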
RAM network inh – inhibitors of the yeast RAM network | S. cerevisiae dse1pr::URA3 reporter, 5-FOA growth OD615, 2 d; analog-sensitive cbk1-as2 kinase mutant strain | inhibition, % at 50 µM | 190,000 tested, 1.8% active;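 active means inhibition above a set limit, 3 SD over mean compound inhibition, cut at about 8.4% in these data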;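 further: 0% = DMSO-only wells with no growth and 100% = 10 µM 1-NA-PP1 full growth; inhibition rescues growth on 5-FOA so higher OD means more RAM inhibition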
FLuc inh counter – inhibits firefly luciferase, flagging false hits in luciferase inhibition screens. P08659. ATPLite firefly luciferase biochemical luminescence, 10 min. inhibition, % at 10 µM. 200,000 tested, 1.5% active. AID 1006;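 active means inhibition above about 50% when tested at 10 µM, limit read from the data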
Target sequence (P08659 whole entry, looked up): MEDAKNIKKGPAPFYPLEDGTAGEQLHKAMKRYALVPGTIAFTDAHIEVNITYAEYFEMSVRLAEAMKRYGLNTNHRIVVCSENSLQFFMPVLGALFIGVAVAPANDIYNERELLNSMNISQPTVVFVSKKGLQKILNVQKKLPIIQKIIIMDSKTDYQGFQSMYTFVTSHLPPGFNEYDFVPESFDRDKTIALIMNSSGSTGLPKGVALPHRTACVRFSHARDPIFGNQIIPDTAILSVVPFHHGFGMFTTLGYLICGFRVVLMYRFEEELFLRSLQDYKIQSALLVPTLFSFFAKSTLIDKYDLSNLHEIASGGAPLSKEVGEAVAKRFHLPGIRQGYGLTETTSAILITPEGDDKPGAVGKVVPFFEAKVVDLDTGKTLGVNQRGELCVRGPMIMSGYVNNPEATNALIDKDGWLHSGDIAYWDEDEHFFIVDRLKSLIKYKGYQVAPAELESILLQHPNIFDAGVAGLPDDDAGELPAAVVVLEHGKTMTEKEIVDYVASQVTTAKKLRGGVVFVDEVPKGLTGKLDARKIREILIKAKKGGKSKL
NF-kB neuron act – NF-kB expression increase, human neuronal cells; 190,000 tested, 1.6% active; fold change at 12.5 µM; NF-kB reporter expression; hits give high values; in the data active means fold change above about 3.3
STAT3 activator – activators of IL-6 induced STAT3 signaling; U3A cells, IL-6 STAT3-luciferase reporter, luminescence; 100% = signal with IL-6 EC80 alone; activation (% of control), % at 5.6 µM; 190,000 tested, 0.91% active; AID 871;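 active means activation above the screen-wide mean of compound activation plus 3 SD, cut at about 130% in these data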;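 further: 0% = background luminescence of wells with medium and substrate only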
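Material: STAT3-luciferase reporter U3A cells. Controls: IL-6-treated wells, 100% activation. Read-out: % activation versus median of IL-6-stimulated wells. Probe or stimulus: IL-6 stimulus at 33 ng/mL final. Timing: compound 1 h, then IL-6 6 h at 37 °C. Signal: reporter luminescence signal.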
STAT3 blocker – reduces IL-6 driven STAT3 reporter signal; 190,000 tested, 0.89% active; inhibition, % at 5.5 µM; U3A cells, IL-6 STAT3-luciferase reporter, luminescence; host cell line lacks STAT1; AID 862;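 active means inhibition above the mean inhibition across all screened compounds plus 3 SD, cut at about 44% in these data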;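 further: 0% = DMSO only wells and 100% = 100 µM nifuroxazide control wells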
APP 5UTR inh – APP translation inhibition; SH-SY5Y APP 5'UTR-luciferase reporter, luminescence; inhibition, % at 2 µM; 190,000 tested, 0.82% active;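 active means inhibition above a set limit, derived from the sample mean plus 3 SD, cut at about 45% in these data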; further: values of inactives mirror those of a sister screen read the other way
An asterisk follows results filed as active; . = not tested or not shown.

compound	APP 5'UTR act	Hsp70 activator	STAT1 blocker	STAT1 act	RAM network inh	FLuc inh counter	NF-kB neuron act	STAT3 activator	STAT3 blocker	APP 5UTR inh
Cc1ccc(OCC(O)Cn2c(N3CCOCC3)nc3c2c(=O)[nH]c(=O)n3C)cc1 (configuration not stated)	0	-0.3	-6	106	0.7	-8	1.1	95	10	0
CCC1Oc2ccc(C)cc2N(CC(=O)NCCN2C(C)CCCC2C)C1=O (configuration not stated)	5	-0.5	-1	100	-0.3	-4	1.2	109	-6	-5
O=C(NC(NC(=S)Nc1ccccc1O)C(Cl)(Cl)Cl)c1ccco1 (configuration not stated)	9	-0.3	6	94	0.1	2	1.3	106	-6	-9
COC(=O)/C(=C\C=C\c1ccccc1)NC(=O)c1ccccc1	0	-0.2	-4	102	-0.9	9	.	104	1	0
CC1CC(C)CN(CC(=O)N2CCOCC2)C1 (configuration not stated)	-23	-0.1	0	99	1.2	-3	1.1	102	3	23
Cc1cc2ccccc2cc1CN1CCOCC1	-15	-0.4	1	100	0.2	-2	0.85	93	12	15
CC1(C)CC(=O)C2=C(C1)N(CCN1CCOCC1)C1=C(C(=O)CC(C)(C)C1)C2c1cccc(Cl)c1	3	-0.3	11	90	0.8	-4	0.39	95	13	-3
CC(=O)CNc1ccc(S(=O)(=O)N/N=C/c2ccccc2)cc1	-9	0.1	-5	103	1.6	-4	1.2	106	-4	9
O=C(N/N=C1\CCCCc2ccccc21)c1ccccn1	51	0.0	-21	117	1.4	19	1.9	112	-10	-51
Cc1cccc(N2CCN(c3ccc(C(N)=O)cc3[N+](=O)[O-])CC2)c1C	16	0.3	-2	100	2.2	0	1.4	96	15	-16
Cc1cc(NC(=O)c2noc3c2CCCC3)nn1Cc1ccc(Cl)cc1	-11	-0.1	-11	110	4.9	-4	1	87	19	11
CCCCNC(=O)C1CCCN(S(=O)(=O)c2ccc(-n3cnnn3)cc2)C1 (configuration not stated)	13	-0.2	-6	106	4.2	-7	0.93	100	6	-13
CCOC(=O)C1(CCCc2ccccc2)CCN(CCCn2cccn2)CC1	0	0.1	11	88	2.6	0	0.97	105	0	0
CC(NS(=O)(=O)c1ccccc1)C(=O)Nc1ccc(S(N)(=O)=O)cc1 (configuration not stated)	16	-0.1	-1	103	1.8	-6	1.1	99	5	-16
N#CC1=C(N)N(c2ccc(Cl)c(Cl)c2)C(=O)C1	2	0.1	-3	105	1.0	-4	1.1	100	4	-2
CCC(=O)Nc1ccc(C(=O)CSc2nc3ccccc3[nH]2)cc1	-16	0.2	2	99	1.5	-9	1	100	-1	16
CCn1c(-c2cc(Cl)ccc2OC)n[nH]c1=S	16	-0.2	-2	102	-0.7	-4	1	93	8	-16
COc1ccc(CCNC(=O)C2CC(c3ccccc3[N+](=O)[O-])=NO2)cc1 (configuration not stated)	40	-0.3	-20	118	0.1	-4	2.2	125	-17	-40
CCN(CC)c1ccc(NC(=O)CN2C(=O)CSc3ncccc32)c(C)c1	8	-0.3	23	79	1.2	1	0.82	47	70*	-8
CN(C(=O)c1ccncc1)c1nnc(-c2ccncc2)s1	2	-0.1	-2	100	0.5	-2	1	100	5	-2
COc1cccc(/C=C2\N=C3CCCCCN3C2=O)c1	22	-0.3	-5	104	0.3	20	1.8	103	-7	-22
COc1ccc(OC)c(NC(=O)NC2(C(F)(F)F)Oc3ccccc3O2)c1	-14	0.0	-1	101	4.3	0	2.1	96	9	14
CN(C)c1ccc(C(=O)OCC(=O)c2cccs2)cc1	103	-0.4	-79	172*	4.2	26	5.2*	70	37	-103
COc1ccccc1N1CCN(C(=O)CCn2c(=O)[nH]c3ccccc3c2=O)CC1	0	-0.5	1	99	-0.6	3	0.99	101	5	0
O=S(=O)([O-])CCC[n+]1c(/C=C\Nc2ccccc2)oc2ccc(-c3ccccc3)cc21	16	-0.4	3	97	4.2	1	0.97	100	6	-16
O=C(COc1ccc([N+](=O)[O-])cc1)Nc1ccc2c(c1)OCO2	-2	-0.1	-1	98	2.1	-3	0.99	99	6	2
CCOC(=O)c1sc(NC(=O)CN2C(=O)NC3(CC(C)CC(C)(C)C3)C2=O)c(C(=O)OCC)c1C (configuration not stated)	-16	0.2	-6	105	3.7	-6	0.87	101	1	16
O=C(CN1CCN(C2CCCCC2)CC1)Nc1cccc2ccccc12	-7	-0.2	-2	101	-0.1	-2	0.73	104	-2	7
CC(=O)Nc1cccc(/C(C)=N/NS(=O)(=O)c2ccc(C)cc2)c1	6	-0.2	-1	100	-0.2	-3	1.1	94	18	-6
Cn1c(=O)[nH]c(=O)c2c1nc(N1CCCCCC1)n2CCSc1nc2ccccc2o1	-5	-0.1	-6	104	3.5	-2	1.1	.	.	5
CCN(CC)CCN1C(=O)C(O)=C(C(=O)c2ccc(C)o2)C1c1ccccn1 (configuration not stated)	3	0.0	-2	103	.	.	.	100	3	-2
O=C(NC1CCCCC1)N1CCN(c2nc(-c3ccccc3)cs2)CC1	5	-0.1	22	79	2.3	0	0.83	84	20	-5
O=C(CSc1nnc(-c2ccc(F)cc2)c2ccccc12)Nc1c(F)cccc1F	-15	-0.3	7	94	-0.5	-7	1.2	104	-7	15
CC1(c2ccccc2)NC(=S)N2C1NC(=S)N2c1ccccc1 (configuration not stated)	1	0.0	-3	103	0.9	-4	1.5	98	7	-1
CC(C)CN(CC(C)C)C(=O)CCCC(=O)N(CC(C)C)CC(C)C	-5	-0.1	15	86	-1.2	-6	1	96	3	5
C=CCn1c(SCc2nc3sc(C(=O)O)c(C)c3c(=O)[nH]2)nnc1-c1ccccc1	13	-0.3	-9	106	1.7	-8	1.3	98	7	-13
C=C(C)CNC(=S)NNC(=O)CCn1c2cc(Cl)ccc2c2ccc(Cl)cc21	.	-0.2	-3	102	3.5	-7	1.1	95	6	.
Cc1cc(OCC(=O)Nc2ccncc2)ccc1[N+](=O)[O-]	-13	-0.1	0	97	1.9	3	0.93	83	25	13
CCN(CC)C(=O)Cn1cc(C(=O)C(=O)NCC2COc3ccccc3O2)c2ccccc21 (configuration not stated)	-18	-0.3	-4	102	3.2	-1	1	102	1	18
CC(NC(=O)/C=C/c1ccc(Br)cc1)c1ccc(Cl)cc1 (configuration not stated)	1	-0.3	9	92	4.6	-8	0.99	101	3	-2
Cc1cccc(N/C(N)=N/c2nc(C)cc(C)n2)c1	-6	-0.4	-2	102	0.4	-1	0.96	111	-7	6
CCc1ccc(NC(=O)CSc2ccc(-c3ccco3)nn2)cc1	27	-0.2	-1	101	2.5	0	1.1	107	-4	-27
CCC1(CC)NC(=O)N(CC(=O)OCC(=O)Nc2ccc(C(F)(F)F)cc2)C1=O	8	-0.3	5	95	-0.5	-5	1.1	101	5	-8
O=C(NCc1cccs1)c1cc(-c2ccccn2)nc2ccc(Br)cc12	-14	-0.2	-9	106	3.8	-7	1.1	96	10	14
CC(=O)c1cccc(NC(=O)c2ccc3c(Cl)c4c(nc3c2)CCCC4)c1	23	-0.2	-3	103	3.6	20	1.1	91	10	-22
CCOc1cccc(/C=N/NS(=O)(=O)c2ccc(C)c([N+](=O)[O-])c2)c1O	19	-0.4	-2	100	5.2	4	0.99	103	-2	-19
C[n+]1cc[nH]c1SCC(=O)c1ccccc1	23	0.0	-20	118	-0.2	-1	2.2	118	-25	-23
CC(C)c1ccc(NC(=O)COc2ccc(F)cc2C(=O)c2cnn(-c3ccccc3)c2)cc1	96	-0.1	-42	140*	1.4	4	1.4	147*	-60	-96
O=C(Cc1ccc(-c2ccccc2)cc1)NC(c1ccccc1)c1ccccc1	13	-0.3	1	99	4.4	-8	0.99	102	-3	-13
CCOc1ccc(-n2c(=O)c3c(C)c(C)sc3n(CC(=O)NCc3ccco3)c2=O)cc1	0	-0.4	15	87	2.5	-1	1.2	95	16	0

Profiles, looked up by structure. Screens in order: APP 5'UTR act | Hsp70 activator | STAT1 blocker | STAT1 act | RAM network inh | FLuc inh counter | NF-kB neuron act | STAT3 activator | STAT3 blocker | APP 5UTR inh
CCOC(=O)c1sc(NC(=O)CN2C(=O)NC3(CC(C)CC(C)(C)C3)C2=O)c(C(=O)OCC)c1C (configuration not stated) across the screens: -16 | 0.2 | -6 | 105 | 3.7 | -6 | 0.87 | 101 | 1 | 16
CCc1ccc(NC(=O)CSc2ccc(-c3ccco3)nn2)cc1 across the screens: 27 | -0.2 | -1 | 101 | 2.5 | 0 | 1.1 | 107 | -4 | -27

Additional results.
compound	APP 5'UTR act	Hsp70 activator	STAT1 blocker	STAT1 act	RAM network inh	FLuc inh counter	NF-kB neuron act	STAT3 activator	STAT3 blocker	APP 5UTR inh
CC1(C)Cc2c(sc(N)c2C#N)C(C)(C)N1	-1	-0.4	-7	105	0.5	4	0.89	101	3	1
CCOC(=O)C1CCCN(C(=O)c2cn(CC)c3ccc(S(=O)(=O)N4CCCC4)cc3c2=O)C1 (configuration not stated)	1	-0.1	3	97	-0.5	-4	1.1	105	-6	0
C/C(=N\NC(=S)Nc1cccc(C)c1)c1ccco1	58	-0.2	-21	118	1.0	4	2.1	116	-16	-58
O=C(COC(=O)c1sc2ccccc2c1Cl)NCC1CCCCC1	-1	-0.4	-1	101	2.2	-5	0.94	102	-4	1
C=CCN(C(=O)Nc1ccc(F)cc1)C1CC(=O)N(c2ccc(OC)cc2)C1=O (configuration not stated)	.	-0.3	5	95	0.9	-6	1.2	99	4	21
Cn1cc([N+](=O)[O-])c(C(=O)Nc2ccn(Cc3c(F)c(F)cc(F)c3F)n2)n1	6	-0.3	6	95	0.9	-4	1.4	85	23	-6
Cc1cc(Oc2ccccc2)nc(OCC#N)n1	10	0.0	1	99	-0.5	2	1.2	112	-10	-10
O=C(Nc1ccc([N+](=O)[O-])cc1)N1CCCCC1	18	0.2	-1	101	-0.4	-2	1.3	94	8	-18
Cc1cc(=O)[nH]c(N/N=C/c2ccc(OC(=O)c3cccnc3)cc2)n1	-43	-0.1	-10	109	1.9	3	1.1	104	3	43
C/C(=C\c1ccc(C)o1)C(=O)c1c(C)cc(C)[nH]c1=O	-4	-0.2	1	97	1.6	-4	1.1	107	3	4
O=S(=O)(c1ccccc1)N1CCN=C1SCc1ccc(Cl)cc1	26	-0.4	1	98	0.7	3	1.2	106	-3	-26
O=C1c2ccccc2C(=O)N1CCCCN1CCN(CCCCN2C(=O)c3ccccc3C2=O)CC1	-19	-0.2	2	98	.	.	.	103	-2	19
O=C(CSc1nnc(CNC(=O)c2cccs2)o1)Nc1ccccc1	-7	-0.3	0	99	-0.1	-8	0.99	106	-4	7
O=C(O)CCCCCN1C(=O)C2CCCCC2C1=O (configuration not stated)	3	1.8	-5	105	1.5	-7	1.2	102	1	-3
CCOC(=O)c1cccc(NC(=O)C(C)N2C(=O)c3ccccc3C2=O)c1 (configuration not stated)	3	-0.3	-8	107	2.4	-7	1.1	100	4	-3
CCC1COC(c2cccn2Cc2ccc(Cl)cc2)=N1 (configuration not stated)	4	0.1	3	97	0.1	0	1.1	102	3	-4
COc1cccc(NC(=O)c2nc3nc(C)cc(C(F)F)n3n2)c1	-2	0.0	-2	102	-0.1	-6	1.1	91	16	2
COc1ccc(-n2c(O)c(Cc3ccccc3)c(=O)n3nc(-c4ccccc4)c(=O)cc23)cc1	4	0.1	-9	113	2.3	-7	1.6	111	-11	-4
